TTR transcr act = increases transthyretin transcription; activation, % at 16.7 µM; SH-SY5Y TTR promoter Gaussia luciferase, luminescence; 100% = recombinant luciferase protein wells; actives 1.3% (n = 92,000);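 active means activation above the mean of all tested compounds plus 3 SD, cut at about 9.5% in these data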;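 further: cells exposed to compounds for one day before reading; 0% = median of all test compound wells on the plate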
* hit, by the source's call. An excerpt (hit frequency here may not be typical).

SMILES	TTR transcr act
O=C1C(C23CC4CC(CC(C4)C2)C3)C(=O)N(c2ccccc2)N1c1ccccc1	51*
COC(=O)c1ccc(Cn2ccc3ccc(-c4ccc5ccn(C(=O)c6ccccc6C)c5c4)cc32)cc1	0.4
O=C(NCc1ccco1)c1ccc(COc2ccccc2[N+](=O)[O-])o1	-0.3
CC(C)(C)NC(=O)c1ccc2c(c1)N(CC(=O)N1CCCC1)C(=O)C(C)(C)O2	5.6
CN(C1CCS(=O)(=O)C1)S(=O)(=O)c1ccccc1[N+](=O)[O-] (stereo not drawn)	-0.7
COc1ccc(NC(=O)C2CCCN(c3nc(C)cc(C)n3)C2)cc1 (stereo not drawn)	-0.9
O=C(COc1ccc2ccccc2c1)NNC(=O)Cc1ccccc1	4.7
Brc1ccc(-c2noc(C3CCCCC3)n2)cc1	2.5
OC1(c2ccc(Cl)cc2)CN(c2ccccc2)C2=[N+]1CCS2 (stereo not drawn)	1.6
Cc1cc(NC(=O)CSc2nnnn2-c2ccccc2C)no1	-1.4
CC1(C)Cc2c(cnn2-c2ccc(F)cc2)C(NC(=O)CN2CCCCC2=O)C1 (stereo not drawn)	-0.8
CCn1c(SCC(=O)N2CCc3ccccc3C2)nc2c1c(=O)n(C)c(=O)n2C	0.2
Cc1cccn2c(=O)c3cc(C(=O)O)n(C)c3nc12	2.7
CCN(c1ccccc1)S(=O)(=O)c1ccc(Oc2ccccc2)c(N)c1	-0.8
O=Cc1c(NCc2ccccc2Cl)c2ccccc2[nH]c1=O	6.5
N#CC1=C(N)N2C(=C(C#N)C13CCCC3)Nc1ccccc12	-1.2
COCc1cc(=O)[nH]c(SCC(=O)N2CCOCC2)n1	1.9
O=C(CN1CCN(S(=O)(=O)c2ccc3ccccc3c2)CC1)Nc1ccc2c(c1)CCC2	-1.6
O=C(c1nc2nc(-c3ccccc3)cc(C(F)(F)F)n2n1)N1CCCCC1	11*
CCCC(C(=O)NC(C)(C)C)N(Cc1ccc(F)cc1)C(=O)c1snc(C(N)=O)c1N (stereo not drawn)	-0.8
COC(=O)N/N=C/c1cccc(OCCSc2ccc(Cl)cc2)c1	-1.4
CC(=O)c1c(C)[nH]c(C(=O)OCc2ccccc2)c1C	-1.4
CCn1c(CNc2ccc(OC)cc2)nnc1SCC(=O)Nc1ccc(F)cc1	-0.7
COc1cc(OC)cc(C(=O)NNC(=O)c2nn(C)c(=O)c3ccccc23)c1	-0.8
CCn1nc(NC(=O)C(C)(C)C)c2cc3cccc(C)c3nc21	0.4

An excerpt of these results, bar-delimited:
Molecule | TTR transcr act
O=C1C(C23CC4CC(CC(C4)C2)C3)C(=O)N(c2ccccc2)N1c1ccccc1 | 51*
COC(=O)c1ccc(Cn2ccc3ccc(-c4ccc5ccn(C(=O)c6ccccc6C)c5c4)cc32)cc1 | 0.4
O=C(NCc1ccco1)c1ccc(COc2ccccc2[N+](=O)[O-])o1 | -0.3
CC(C)(C)NC(=O)c1ccc2c(c1)N(CC(=O)N1CCCC1)C(=O)C(C)(C)O2 | 5.6
CN(C1CCS(=O)(=O)C1)S(=O)(=O)c1ccccc1[N+](=O)[O-] (stereo not drawn) | -0.7
COc1ccc(NC(=O)C2CCCN(c3nc(C)cc(C)n3)C2)cc1 (stereo not drawn) | -0.9
O=C(COc1ccc2ccccc2c1)NNC(=O)Cc1ccccc1 | 4.7
Brc1ccc(-c2noc(C3CCCCC3)n2)cc1 | 2.5
OC1(c2ccc(Cl)cc2)CN(c2ccccc2)C2=[N+]1CCS2 (stereo not drawn) | 1.6
Cc1cc(NC(=O)CSc2nnnn2-c2ccccc2C)no1 | -1.4
CC1(C)Cc2c(cnn2-c2ccc(F)cc2)C(NC(=O)CN2CCCCC2=O)C1 (stereo not drawn) | -0.8
CCn1c(SCC(=O)N2CCc3ccccc3C2)nc2c1c(=O)n(C)c(=O)n2C | 0.2
Cc1cccn2c(=O)c3cc(C(=O)O)n(C)c3nc12 | 2.7
CCN(c1ccccc1)S(=O)(=O)c1ccc(Oc2ccccc2)c(N)c1 | -0.8
O=Cc1c(NCc2ccccc2Cl)c2ccccc2[nH]c1=O | 6.5
N#CC1=C(N)N2C(=C(C#N)C13CCCC3)Nc1ccccc12 | -1.2
COCc1cc(=O)[nH]c(SCC(=O)N2CCOCC2)n1 | 1.9

The list goes on:
SMILES	TTR transcr act
O=C(NCCC1=CCCCC1)C(=O)NCCc1ccc(Cl)cc1	-1.3
COC(=O)C1=CN(CCCN2CCCC2=O)C=C(C(=O)OC)C1c1cccs1	1.7
Cc1ccc(CNS(=O)(=O)NCc2ccccc2)cc1	1.9
NS(=O)(=O)c1cccc(NC(=O)CC23CC4CC(C2)CC(CC(=O)Nc2cccc(S(N)(=O)=O)c2)(C4)C3)c1	1.4
Cc1ncoc1C(=O)N1CCCC(C(=O)c2ccc(Oc3ccccc3)cc2)C1 (stereo not drawn)	-2.4
Cc1nnc(SCC(=O)NC(=O)NCc2ccco2)n1Cc1ccccc1	-0.7
COc1ccc(C(=O)CSc2nnc(CNc3nc(-c4ccccc4)cs3)n2C)cc1	2.0
Cn1c(CCc2nc3ccccc3[nH]2)n[nH]c1=S	1.5
Cc1cccc(N(Cc2cc3ccccc3[nH]c2=O)S(=O)(=O)c2ccccc2)c1	-1.4
Cc1cccc(-n2ncc3c(NCCCO)ncnc32)c1	1.5
Cc1ccc2nc3n(c(=O)c2c1)CCC3	1.6
O=C(CCCCCCCC(=O)NCC1CCCO1)NCC1CCCO1 (stereo not drawn)	0.3
COc1ccc(OC)c(NC(=O)C2(C)CCN2C(C)C)c1 (stereo not drawn)	-0.5
CCCn1c(SCC(=O)c2cc(C)n(-c3ccc4c(c3)OCO4)c2C)n[nH]c1=O	-1.4
COc1ccc2sc(-c3ccccc3OC)c(-c3ccc4c(c3)OCCO4)c2c1	5.9
C[C@H]1COC(=O)[C@@H](Cc2ccc(F)cc2)C/C=C\C[C@H](CC(=O)NCCO)C(=O)N1	1.3
C=CC[C@H](CC(=O)NCCO)C(=O)NC[C@H](OC(=O)[C@@H](CC=C)Cc1ccc(F)cc1)c1ccccc1	5.2
CC(C)N(Cc1ccccc1)C(=O)COC(=O)/C=C/c1cnc2ccccc2n1	0.8
O=C(Cc1c(F)cccc1Cl)N1CCOCC1	-0.5
Cc1cccc(OCC(=O)Nc2ncn[nH]2)c1C	1.5
COCc1cc(C)nc(SCC(=O)Oc2ccccc2)c1C#N	0.5
CCCC(=O)Oc1ccc2c(C)cc(=O)oc2c1	-0.5
O=C(CCCCCCCCC(=O)N/N=C/c1ccco1)N/N=C/c1ccco1	0.8
O=C(/C=C/c1ccccc1Cl)NC1CCCCC1	-2.2
Cc1c(NC(=O)c2cc(-c3ccco3)on2)c(=O)n(-c2ccccc2)n1C	1.0
(list continues)
SMILES	TTR transcr act
COc1cccc(CCNC(=O)c2ccc(C#N)cc2)c1	-1.0
CCOC(=O)c1ccc(NC(=O)Nc2ccccn2)cc1	-3.1
COc1ccc(CNC(=O)C(c2ccncc2)N(C(=O)Cc2cccs2)c2ccccc2)cc1 (stereo not drawn)	0.1
CCOCCCNC(=O)c1ccc(N2CCCC2)c(NS(=O)(=O)c2ccc(C)cc2)c1	0.1
CC1CCc2nc(NC(=O)CN3CCOCC3)sc2C1 (stereo not drawn)	-1.7
CCN(CC)C(=O)C(=O)c1cccn1-c1cccc(Cl)c1C#N	0.6
O=C(O)C1CCCN1C(=O)Nc1ccccc1 (stereo not drawn)	2.8
O=C(Nc1ccccc1Cl)c1cc[n+](Cc2ccc([N+](=O)[O-])cc2)cc1	-0.6
O=C(/C=C\c1ccc2c(c1)OCO2)NC1(C(=O)Nc2ccc3c(c2)OCCO3)CCCCC1	1.1
N#Cc1ccccc1Cn1c(=O)n(CCC(=O)NCc2ccco2)c(=O)c2ccccc21	-2.7
O=C(CNC(=O)c1ccc(N2C(=O)c3ccccc3C2=O)cc1)OCC(=O)c1ccccc1	-2.2
O=C(C1=C[C@@H](C2CC2)C[C@@H](OCCCCO)O1)N1CCN(Cc2ccccc2)CC1	0.9
COc1ccccc1CNC(=O)C[C@@H]1CC[C@H]2[C@@H](COC[C@H](O)CN2Cc2ccccc2)O1	0.0
CC(C)(C)OC(=O)N1CCc2onc(-c3ccccc3F)c2C1=O	-1.1
COc1ccc(C(=O)NCC(=O)N/N=C/C=C/c2ccccc2)cc1OC	0.5
O=C(CN1CCN(c2ccc(Cl)cc2)CC1)NCc1cccs1	-0.1
O=C(OCc1ccccc1)[C@H](Cc1ccccc1)NC(=O)[C@@H]1CC=C[C@@H]2CCN(Cc3ccccc3)C(=O)[C@@H]21	-0.3
Cc1ccc(CNC(=O)c2cc(-c3ccccc3C)n(CC3CC(c4cccc([N+](=O)[O-])c4)=NO3)n2)cc1 (stereo not drawn)	-2.6
O=C(CN1C(=O)c2ccccc2C1=O)Nc1ccc2c(c1)OCO2	8.7
O=C(CSc1cccc[n+]1[O-])Nc1cc2c(cc1Cl)C(=O)c1ccccc1C2=O	-1.9
O=C(NNC(=O)C(c1ccccc1)c1ccccc1)c1ccccc1O	-0.4
CCCc1nn(CCc2ccccn2)c(N)c1CC	2.0
O=C(/C=C/Sc1ccc(C(F)(F)F)cn1)c1ccccc1	-3.3
CCOC(=O)N1C2CCC(C2)N1C(=O)OCC	0.2
O=C(O)CSCc1ccc(Cl)cc1	-0.1
Next part
SMILES	TTR transcr act
CCOC(=O)c1cccc(NC(=O)CSc2nnc(C3CCCCC3)n2CC)c1	1.4
Cc1cc(NCc2ccc(F)cc2)nc2cc(Cl)ccc12	-0.3
COC(=O)CCC(=O)OC1(C)C(=O)C=C2C=C(C3CC3)N(c3cccc(C#N)c3)C=C2C1=O (stereo not drawn)	1.9
Clc1ccc(CNc2cnccn2)cc1	-0.2
Oc1cccc(CN2CCOCC2)c1O	0.9
FC(F)(F)c1ccccc1Cc1c(C2CCCCC2)nc2ccc(Cl)cn12	-0.4
COc1ccc(-c2[nH]nc3oc(=O)cc(C)c23)cc1	16*
Cc1ccccc1NC(=S)N(CCCN1CCC(C)CC1)Cc1ccco1	1.6
COc1ccccc1NCCC(=O)OCC(=O)NCc1ccco1	1.3
Cc1nc2c(c(C)c1C#N)C(=O)c1ccccc1-2	-0.6
Cc1cccc(C)c1OCCn1nnc2ccccc21	5.0
COc1ccc(-c2ccnc(-c3ccc(OCCCF)cc3)n2)cc1	-3.4
O=C(c1ccncc1)N1CCc2ccccc2C1	1.5
CCn1cc(C(=O)O)c(=O)c2cnc(N3CCN(C(=S)NC(=O)c4ccc(Cl)cc4Cl)CC3)nc21	-0.2
COC(=O)[C@H](CC(C)C)NS(=O)(=O)N(Cc1ccccc1)[C@@H](CC(C)C)C(=O)OC	-5.9
CCOc1ccc(-c2cnc3n2CCCCC3)cc1	-0.5
N#CC[C@H](Cc1ccccc1)N1CC[C@@H](O)CCC1=O	-1.3
C=CCOn1c(=O)c(-c2cccs2)[n+]([O-])c2ccccc21	-1.8
O=C(O)c1ccc(-c2nc(-c3ccc(Cl)cc3)cs2)cc1	-1.1
O=C(c1cc(COc2ccc(F)cc2Cl)on1)N1CCC(OCc2cccnc2)CC1	4.1
Cn1nnnc1SCC(=O)c1c(N)n(C2CC2)c(=O)[nH]c1=O	0.1
CC1C(=O)N(Cc2cn(CCC3OCCCO3)nn2)CCS(=O)(=O)N1Cc1ccc(-c2ccncc2)cc1 (stereo not drawn)	-0.9
O=C(C1CC(=O)N(C2CCCC2)C1)N1CCN(c2cccc(Cl)c2)CC1 (stereo not drawn)	-0.2
c1ccc(Cn2c(SCCN3CCOCC3)nnc2-c2cccnc2)cc1	4.7
Cc1ccc(NC(=O)Cn2cnc3cc([N+](=O)[O-])ccc3c2=O)cc1	0.4
Next section.
SMILES	TTR transcr act
O=C(CN1C(=O)/C(=C/c2ccco2)SC1=S)Nc1ccc(O)c(C(=O)O)c1	-0.7
CCN(CC)CCCNC(=O)Cn1ncn2cccc2c1=O	-0.9
CCc1nnc(NC(=O)CSc2nnc(-c3ccccc3O)n2-c2ccc(C)cc2)s1	-1.6
COc1ccc(NC(=O)CN2CCN(CC(=O)Nc3ccccc3Cl)CC2)c(OC)c1	0.1
C/C(=N\NC(=O)c1ccc(N)cc1)C1CC1	3.0
CN(Cc1ccccc1)C(=O)c1ccc(NC(=O)Cc2ccc(NC(=O)C3CCCN(C(=O)C4CCCCC4)C3)cc2)cc1 (stereo not drawn)	3.0
COc1ccc(CCNc2nncc(=O)[nH]2)cc1OC	1.5
C=CC[C@@H](Cc1ccc(F)cc1)C(=O)OC[C@@H]1CCCN1C(=O)[C@@H](CC=C)CC(=O)NCCO	7.7
COC(=O)c1c(CCl)noc1C(=O)NC(C)C	2.2
COc1ccccc1N1C(=O)c2ccccc2NC1c1ccncc1 (stereo not drawn)	2.8
C/C(=N\Nc1nc(C(C)(C)C)cs1)c1ccccc1	5.0
Cc1c(NC(=O)c2cccc(S(=O)(=O)N(C)c3ccccc3)c2)c(=O)n(-c2ccccc2)n1C	2.3
Cc1cc(C(=O)N2CCOCC2)ccc1[N+](=O)[O-]	-1.2
CC(=O)N1CCN(C(=O)COC(=O)c2ccc(S(C)(=O)=O)cc2)CC1	0.3
COC(=O)CNC(=O)COc1ccccc1	-2.0
O=C1CN(C(=O)OCc2ccccc2)c2ccccc2N1	14*
COc1ccc(-c2cc(C(=O)N3CCCCC3)c3ccccc3n2)cc1	-2.2
COc1ccc(/C=C(\C#N)C(=O)OCC(=O)NCc2ccco2)cc1	0.6
Cc1cccc(N(CC(=O)NCc2ccco2)C(=O)CCC(=O)Nc2ccccn2)c1	2.4
CCN(C[C@H]1N[C@@](CC)(C(=O)OC)[C@H]2C(=O)N(C)C(=O)[C@@H]12)C(=O)COc1ccccc1	2.6
O=[n+]1cc(-c2ccccc2)n([O-])c2c1CCCCC2	-1.4
O=C(NCCC1=CCCCC1)C(=O)NCC1OCCCN1S(=O)(=O)c1ccc(F)cc1 (stereo not drawn)	2.3
COc1ccccc1NC1=C(C)C(=O)CC1	5.7
O=C(Nc1ccc2ccccc2c1)[C@@H]1C[C@H]1[C@@H](NP(=O)(c1ccccc1)c1ccccc1)c1ccccc1	-0.1
CCOC(=O)N/N=C/c1cn(Cc2ccccc2Cl)c2ccccc12	2.3
CCn1c(C)cc(/C=C2/NC(=O)N(c3ccccc3)C2=O)c1C	-0.4
Cc1nn(-c2ccccc2)c2nc(-c3ccccc3)cc(C(=O)N3CCOCC3)c12	-1.7
O=C(Nc1ccc(Cc2ccncc2)cc1)c1ccc(N2CCOCC2)c([N+](=O)[O-])c1	2.8
CCN(CC(=O)Nc1cc(Cl)ccc1C)C(=O)CN1C(=O)NC2(CCCC2)C1=O	1.0
